High-throughput results: PubChem BioAssay, National Center for Advancing Translational Sciences (NCATS)
IL1B secr inh: inhibitors of inflammasome signaling (IL-1 beta secretion) | THP-1 LPS/ATP IL-1B secretion, AlphaLISA, 16 h; active compounds read low | activity change, % at 57.5 µM | 360,000 tested, 4.7% active | AID 743279; in the data active = activity change below about -50%; inconclusive = mostly about -30% to -49%; note: % is set by controls: 0 for no effect and ±100 for the full control effect
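Secreted IL-1B measured by AlphaLISA bead assay after 16 h compound exposure of THP-1 cells; compounds (final up to 57.5 uM) added 1 h before LPS (250 ng/mL) and ATP (1.25 mM) stimulation; lower signal means less secretion.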
KB-3-1 tox: kills parental KB-3-1 adenocarcinoma cells; KB-3-1 viability, CellTiter-Glo ATP luminescence, 72 h; Potency, µM (highest dose often 46.1 µM), for the others: at the top dose activity change, negative = cytotoxic, most hits filed as cytotoxic; 400,000 tested, 1.4% active; AID 1347075; note: potency is the fitted concentration of half-maximal effect; % is set by controls: 0 for no effect and ±100 for the full control effect; nearly all actives have a fitted effect of over 60% in size
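Screening of KB-3-1 cells (DMEM, 10% FBS, phenol-red free) ran from lowest to highest compound concentration; after 72 h at 37 °C viability was read luminescently and curves fitted.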
WRN inhibitor: WRN helicase (human) inhibition. Q14191. 360,000 tested, 0.46% active. Potency, µM (top dose mostly 114 µM), without a hit: top-dose activity change, negative = inhibition, usual class: inhibitors. WRN helicase unwinding, fluorescent forked duplex, kinetic. AID 651768; note: potency is the fitted concentration of half-maximal effect; % is set by controls: 0 for no effect and ±100 for the full control effect; nearly all actives have a fitted effect of over 55% in size
Target sequence (Q14191 whole entry, looked up): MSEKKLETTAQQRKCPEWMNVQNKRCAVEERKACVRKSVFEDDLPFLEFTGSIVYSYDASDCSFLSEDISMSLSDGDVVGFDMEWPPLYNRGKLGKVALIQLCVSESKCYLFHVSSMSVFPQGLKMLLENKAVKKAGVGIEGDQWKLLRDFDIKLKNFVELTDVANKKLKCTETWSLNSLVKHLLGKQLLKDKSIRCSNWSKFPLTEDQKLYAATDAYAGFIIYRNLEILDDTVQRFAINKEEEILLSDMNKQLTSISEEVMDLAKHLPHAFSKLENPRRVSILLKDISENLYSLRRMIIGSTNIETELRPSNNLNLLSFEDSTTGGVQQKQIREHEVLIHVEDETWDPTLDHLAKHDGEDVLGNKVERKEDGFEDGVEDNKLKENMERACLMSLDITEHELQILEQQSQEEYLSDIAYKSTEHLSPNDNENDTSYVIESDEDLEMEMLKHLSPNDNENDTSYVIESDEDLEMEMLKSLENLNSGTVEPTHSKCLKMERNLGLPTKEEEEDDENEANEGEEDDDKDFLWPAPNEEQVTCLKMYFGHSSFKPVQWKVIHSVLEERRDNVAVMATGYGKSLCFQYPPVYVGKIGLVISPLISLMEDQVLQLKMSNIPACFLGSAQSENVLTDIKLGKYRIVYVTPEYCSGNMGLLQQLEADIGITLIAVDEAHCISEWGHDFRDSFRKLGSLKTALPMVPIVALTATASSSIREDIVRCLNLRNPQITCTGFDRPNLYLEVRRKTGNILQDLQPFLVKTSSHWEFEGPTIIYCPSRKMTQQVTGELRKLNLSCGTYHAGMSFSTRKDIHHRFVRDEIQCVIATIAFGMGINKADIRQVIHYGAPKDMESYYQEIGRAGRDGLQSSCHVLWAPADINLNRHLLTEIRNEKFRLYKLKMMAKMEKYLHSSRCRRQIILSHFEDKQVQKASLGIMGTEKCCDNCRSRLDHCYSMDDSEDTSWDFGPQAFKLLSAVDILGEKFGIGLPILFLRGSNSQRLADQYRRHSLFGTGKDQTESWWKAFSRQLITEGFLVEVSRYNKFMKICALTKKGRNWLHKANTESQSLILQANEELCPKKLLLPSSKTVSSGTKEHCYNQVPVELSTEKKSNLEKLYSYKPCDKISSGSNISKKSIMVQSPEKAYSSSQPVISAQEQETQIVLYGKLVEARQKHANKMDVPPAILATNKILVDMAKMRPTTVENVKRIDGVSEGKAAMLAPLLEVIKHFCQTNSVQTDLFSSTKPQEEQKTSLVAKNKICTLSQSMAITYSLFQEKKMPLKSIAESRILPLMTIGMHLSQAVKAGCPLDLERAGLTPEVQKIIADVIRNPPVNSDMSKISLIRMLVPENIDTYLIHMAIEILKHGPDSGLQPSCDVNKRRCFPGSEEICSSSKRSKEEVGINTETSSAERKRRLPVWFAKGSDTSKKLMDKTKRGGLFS
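Screening of the MLSMR collection measured strand separation of a quenched forked DNA duplex (100 nM) by 20 nM WRN with 2 mM ATP, all final. Compounds were preincubated with enzyme 15 min at room temperature.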
HT1080-NT tox: kills 2HG-producing HT-1080-NT fibrosarcoma cells. HT-1080-NT fibrosarcoma viability, CellTiter-Glo ATP luminescence, 48 h. 360,000 tested, 1.6% active. AID 686970. Potency, µM (highest dose often 46.1 µM), without a hit: top-dose activity, negative = less viability, hits mostly cytotoxic;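 note: NT is the 2HG producing partner of a matched IDH1 knockdown line; potency is the fitted concentration of half-maximal effect; 0% = DMSO-treated cells and -100% = media-only wells without cells; nearly all actives have a fitted effect of over 55% in size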
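Viability by CellTiter-Glo luminescence after 48 h compound exposure at 37C of HT-1080-NT cells (750/well, RPMI, 5% FBS). % activity scaled between DMSO wells and medium-only wells, then curve-fitted and categorized by curve class.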
SW480 rereplic: DNA re-replication induction in SW480 cells; SW480 DNA re-replication, Hoechst DNA content imaging, 48 h; Potency, µM (top dose mostly 46.1 µM), for inactives: at the top dose re-replication activation, usual class: activators; 340,000 tested, 1.8% active; AID 624297; note: potency is the fitted concentration of half-maximal effect; % of control where 0% means no effect; nearly all actives have a fitted effect of over 55% in size
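Image-based read-out: total Hoechst fluorescence of nuclei (405 nm excitation, 500-530 nm emission), with hits raising the fraction of high-intensity nuclei. SW480 colon cells incubated 48 hr with compounds at 37 C.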
ATXN2 expr inh: reduces ATXN2 reporter expression in HEK-293 cells; Potency, µM (titrated, usually from 57 µM), for the others: at the top dose activity change, negative = inhibition, actives largely listed as inhibitors; 360,000 tested, 0.72% active; AID 1745845; HEK-293 ATXN2-luciferase reporter, luminescence, 24 h; note: potency is the fitted concentration of half-maximal effect; % is set by controls: 0 for no effect and ±100 for the full control effect; nearly all actives have a fitted effect of over 55% in size
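qHTS (up to 57 uM final) was run with 24 h compound exposure of reporter cells at 37 °C. Each well was multiplexed: SteadyGlo luminescence measured ATXN2-luciferase expression after a fluorogenic Gly-Phe-AFC viability readout (25 uM final).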
KB-V1 MDR tox: kills drug-selected multidrug resistant KB-V1 cells; KB-V1 MDR cells viability, CellTiter-Glo, 72 h; Potency, µM (top dose mostly 46.1 µM), inactives show at the highest dose activity change, negative = cytotoxicity, hits mostly cytotoxic; 400,000 tested, 3.4% active; AID 1347076; note: potency is the fitted concentration of half-maximal effect; % is set by controls: 0 for no effect and ±100 for the full control effect; nearly all actives have a fitted effect of over 60% in size
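Drug-selected KB-V1 cells, grown in DMEM lacking phenol red with 10% FBS, receive compound titrations; after three days at 37 degrees C, surviving cell ATP is quantified by CellTiter-Glo luminescence and responses normalized and curve-fitted.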
MCF10A rerep: induces DNA re-replication in MCF 10a normal breast cells. Potency, µM (titrated, usually from 46.1 µM), inactives show at the top dose activity, positive = re-replication, hits mostly activators. 350,000 tested, 2.9% active. MCF 10A DNA re-replication, Hoechst nuclear intensity, 48 h; note: potency is the fitted concentration of half-maximal effect; % of control where 0% means no effect; nearly all actives have a fitted effect of over 50% in size
HT1080 IDH1KD tx: kills HT-1080 cells with IDH1 knockdown | 360,000 tested, 2% active | Potency, µM (highest dose often 46.1 µM), for inactives: top-dose activity, negative = toxicity, most hits filed as cytotoxic | AID 686971 | HT-1080 IDH1 knockdown viability, ATP luminescence, 48 h;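 note: potency is the fitted concentration of half-maximal effect; 0% = DMSO wells and -100% = cell-free medium wells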
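After a 2 h attachment period, IDH1KD HT-1080 cells took pin-transferred compound for 48 h at 37 °C; ATP-based luminescence after 10 min room-temperature reagent incubation reported viability.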
The depositor's hits bear a star; i = inactive; ? = inconclusive; nt = no result given; & = joins results of further samples; [ ] = remark or other dose. Unless noted, calls come from the whole dose curve; as a rule, active = well fitted curve in the direction sought with a large enough effect; inconclusive = small, poorly fitted or top-dose-only effect, or another doubt; inactive = no such curve, though single readings can be large; an effect the other way counts as inactive or inconclusive.

no. | Structure | IL1B secr inh | KB-3-1 tox | WRN inhibitor | HT1080-NT tox | SW480 rereplic | ATXN2 expr inh | KB-V1 MDR tox | MCF10A rerep | HT1080 IDH1KD tx
1 | Cc1ccc(NC(=O)CN(C)C(=O)CCOc2cccc(C)c2)cc1 | 4 | -1% | -18% | -2% | nt | -10% | ? | -1% | -6%
2 | CCOC(=O)N1CCN(C(=O)C2CCN(S(=O)(=O)c3ccccc3)CC2)CC1 | 23 | -7% | -1% | 4% | -19% | nt | 6% | 4% | 1%
3 | N#Cc1ccc(NN=Nc2ccccc2C#N)cc1 | -21 | -10% | -7% | -1% | nt | nt | -1% | nt | 1%
4 | CCCC(C(=O)NC1CCCC1)N(CC1CCCO1)C(=O)c1snc(C(N)=O)c1N (configuration not stated) | -17 | -2% | 0% | -4% | -1% | -8% | 4.1µM* | 1% | -5%
5 | CCN1CCN(c2ccc(S(=O)(=O)N3CCOCC3)cc2NC(=O)C(C)Oc2cccc(Cl)c2)CC1 (configuration not stated) | ? | 1% | 1% | -11% | -193%[inhibitor] | -30% | 1% | -8% | -2%
6 | COc1ccccc1OCC(=O)Nc1c2c(nn1-c1ccc(C)cc1)CS(=O)(=O)C2 | -1 | 5% | -13% | 0% | -5% | -1% | -10% | 2% | -15%
7 | O=C(CNC(=O)c1ccc(Br)o1)NCc1ccccc1 | 26 | -4% | 6% | 7% | 2% | 2% | ? | 8% | 5%
8 | CCNC(=O)OCC(CC)NC(=O)OCC(C)C (configuration not stated) | 1 | 8% | 4% | 10% | -8% | 5% | -4% | 1% | 13%
9 | O=C(NC1CCCN(C2Cc3ccccc3C2)C1)c1ccc(F)cc1Cl (configuration not stated) | 0 | 4% | -3% | 0% | -1% | 7% | -26% | 13% | -14%
10 | O=C(NNC(=O)c1ccccc1F)c1ccc(S(=O)(=O)N2CCCCC2)cc1 | 12 | 12% | -3% | -4% | -17% | 0% | 6% | -21% | -10%
11 | Cc1ccc(C(=O)NNC(=O)CSc2nnc(-c3ccncc3)n2C)cc1 | -17 | 7% | -2% | 6% | 4% | 9% | 2% | 3% | 2%
12 | COc1cc(C2C3=C(CCCC3=O)Nc3[nH]n(-c4ccccc4)c(=O)c32)ccc1O (configuration not stated) | -17 | -18% | 2% | -8%[9.24 µM] | ? | 6% | -2% | ? | -28%
13 | CC(=O)c1cccc(NC(=O)CCS(=O)(=O)c2ccc(Br)s2)c1 | 121 | ? | 0% | 12% | 6% | 13%&13% | ? | 3% | 5%
14 | CN(Cc1ccc(Cl)cc1)C(C(=O)NC1CCCCC1)c1cc2ccccc2o1 (configuration not stated) | -1 | -1% | -8% | ? | nt | 14% | -18% | nt | ?
15 | CCOC(=O)c1c(C)nc(C)c(C(=O)OCC)c1-c1cccnc1 | 33 | -12% | 8% | 1% | -3% | nt | -1% | -2% | 8%
16 | CCNC(=O)/C=C1\NC(C)(C)Cc2c1ccc1ccccc21 | ? | -8% | -4%[57.1 µM] | ? | 5% | 3% | -3% | 23% | -3%[9.24 µM]
17 | Cc1nnc(NC(=O)c2cccc(S(=O)(=O)N3CCCC3)c2)s1 | i | 19% | -21% | -1% | -25% | 6% | -15% | 5% | 9%
18 | CCOc1ccccc1N1CCN(CC(=O)Nc2nccs2)CC1 | 15 | 1% | 9% | 8% | nt | nt | 9% | nt | 10%
19 | O=C(NCCCc1ccccc1)Nc1cccc(Cl)c1 | ? | -1% | 4% | 6% | -1% | -11% | ? | ? | 0%
20 | O=C(CN1CCOCC1)Nc1ccc(Cl)c(Cl)c1 | 28 | 8% | 6% | 1% | -14% | 5% | 18% | -3% | 0%
21 | O=C(Nc1ccc2c(c1)OCCO2)c1ccc(Cl)cc1 | -12 | -11% | -5% | -4% | 14% | nt | -8% | -3% | -1%
22 | CCn1c(SCC(=O)N2CCCC2)nc2ccccc21 | -2 | -4% | 6% | -6% | -39%[inhibitor] | -26% | 2% | -6% | -1%
23 | O=C(CN1CCN(C(=O)CNC(=O)c2ccc(N3CCCC3=O)cc2)CC1)Nc1cccc(F)c1 | -13 | -6% | -5% | 3% | nt | nt | -15% | nt | 1%
24 | NC(=O)c1cc(S(=O)(=O)N2CCCC2)ccc1OCCOc1ccccc1 | -51* | 9% | -1% | 4% | -8% | -7% | 7% | 1% | 5%
25 | O=C(NCc1ccc(F)cc1)C1CC(=O)N(C2CCCCCCC2)C1 (configuration not stated) | 0 | -6% | -9% | 6% | 17% | -6% | -16% | 1% | 11%
26 | COc1ccc(Cl)c(N2CCN(CCCNC(=O)Nc3ccc(C)cc3)CC2)c1 | -56* | 23µM* | -31% | ? | ? | -28% | 0% | 30% | ?
27 | CC1CCCN(CC(=O)Nc2cccc([N+](=O)[O-])c2)C1 (configuration not stated) | -12 | 13% | -27%[57.1 µM] | -3% | -6% | 2% | -25% | -3% | -4%
28 | COC(=O)/C(C(C)=O)=C(\C=C\N(C)C)N(C)C | 20 | -4% | -8% | 9% | -2% | -1% | 8% | 0% | 7%
29 | O=C(CCCn1nnc(-c2cccnc2)n1)c1ccc(F)cc1 | 6 | -21% | -1% | 1% | -12% | 1% | ? | 0% | 2%
30 | COc1cccc(NC(=O)Nc2nnc([C@@H]3C[C@H](O)[C@@H](CO)O3)s2)c1 | 16 | 0% | 1% | 12% | nt | 12% | 23% | nt | 0%
31 | O=C(NCC(O)c1ccccc1)c1ccc(Cl)c(S(=O)(=O)N2CCCC2)c1 (configuration not stated) | 1 | -22% | 0% | -5% | 4% | 20% | ? | 2% | -13%
32 | Cn1ccsc1=NC(=O)c1cc(S(=O)(=O)N2CCOCC2)ccc1Cl | 2 | 15% | -4% | 0% | -28% | 12% | ? | 1% | 4%
33 | Cc1nn(-c2ccccc2)c(N2CCCC2)c1/C=N/O | 0 | 6% | 2% | -3%[9.24 µM] | -4% | 2% | -9% | ? | 5%
34 | CCCCn1c(N)c(N(CCC(C)C)C(=O)c2cccc(S(=O)(=O)N3CCN(C)CC3)c2)c(=O)[nH]c1=O | 3 | 0% | 7% | -1% | 0% | 0% | 4% | -7% | 0%
35 | Cc1cc(C(=O)COC(=O)CN(C)S(=O)(=O)c2ccc(Cl)cc2)c(C)n1Cc1cccs1 | 7 | 1% | -7% | 14% | 1% | 3% | 4% | 8% | 13%
36 | CCOC(=O)c1c(C)[nH]c(C(=O)COC(=O)C2CC2)c1C | -13 | -21% | -8% | -7% | -330%[inhibitor] | 15% | ? | -2% | -5%
37 | O=C(CN1CCN(Cc2ccc(Cl)cc2)CC1)N/N=C/c1cccs1 | -11 | 0% | ? | -7% | -4% | -15% | -10% | 9% | -3%
38 | Cc1cccc(C)c1N(CC(=O)Nc1cccc(N(C)S(C)(=O)=O)c1)S(C)(=O)=O | 19 | -15% | -15% | -5% | -1% | 2% | 1% | -3% | -3%
39 | O=C(NN=Cc1ccccc1Cl)c1ccccc1 | -3 | 11% | 4% | -5% | nt | nt | -1% | nt | -1%
40 | COc1ccc(C(=O)N2CCN(S(=O)(=O)c3ccc(Cl)cc3)CC2)cc1S(=O)(=O)N1CCOCC1 | -5 | -8% | -5% | 2% | -2% | nt | 28% | -3% | -2%
41 | O=S(=O)(c1ccccc1Br)N1CCC(O)(c2cccnc2)CC1 | 10 | -2% | 6% | 1% | -4% | -7% | -21% | 0% | -1%
42 | OC(CNCc1cccc(Cl)c1)c1ccccc1 (configuration not stated) | 0 | -7% | -3% | -24% | ? | 3% | ? | 18% | -8%
43 | Cc1cccc(NC(=O)CN2CCc3cc4c(cc3C2)OCCCO4)c1 | 31 | -1% | 3% | 0% | -3% | -13% | -26% | 0% | -11%

By substructure: the compounds so far with two or more sulfur atoms.
no. | Structure | IL1B secr inh | KB-3-1 tox | WRN inhibitor | HT1080-NT tox | SW480 rereplic | ATXN2 expr inh | KB-V1 MDR tox | MCF10A rerep | HT1080 IDH1KD tx
13 | CC(=O)c1cccc(NC(=O)CCS(=O)(=O)c2ccc(Br)s2)c1 | 121 | ? | 0% | 12% | 6% | 13%&13% | ? | 3% | 5%
17 | Cc1nnc(NC(=O)c2cccc(S(=O)(=O)N3CCCC3)c2)s1 | i | 19% | -21% | -1% | -25% | 6% | -15% | 5% | 9%
32 | Cn1ccsc1=NC(=O)c1cc(S(=O)(=O)N2CCOCC2)ccc1Cl | 2 | 15% | -4% | 0% | -28% | 12% | ? | 1% | 4%
35 | Cc1cc(C(=O)COC(=O)CN(C)S(=O)(=O)c2ccc(Cl)cc2)c(C)n1Cc1cccs1 | 7 | 1% | -7% | 14% | 1% | 3% | 4% | 8% | 13%
38 | Cc1cccc(C)c1N(CC(=O)Nc1cccc(N(C)S(C)(=O)=O)c1)S(C)(=O)=O | 19 | -15% | -15% | -5% | -1% | 2% | 1% | -3% | -3%
40 | COc1ccc(C(=O)N2CCN(S(=O)(=O)c3ccc(Cl)cc3)CC2)cc1S(=O)(=O)N1CCOCC1 | -5 | -8% | -5% | 2% | -2% | nt | 28% | -3% | -2%
